SKN-1 inh: inhibitors of C. elegans SKN-1 | C. elegans VP596 Pgst-4::GFP/RFP ratio, acrylamide-induced, 24 h | inhibition, % at 21.8 µM | actives 0.49% (n = 360,000) | AID 624304;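 active = interference check ratio from 0.5 to 1.5 plus GFP to RFP signal ratio inhibition reaching or exceeding a fixed threshold, cut at about 30% in these data, passing the limit was not always enough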; note: some compounds called inactive have numbers as strong as hits
MsrA inh: inhibits bovine methionine sulfoxide reductase A; purified bovine MsrA, absorbance read-out; inhibition, % at 15.5 µM; actives 0.75% (n = 360,000); in the data active = inhibition above about 4.5%;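 note: 0% = vehicle wells with enzyme and 100% = reference inhibitor wells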
Tb MetRS inh: Trypanosoma brucei MetRS inhibition | purified T. brucei MetRS, ATP depletion, Kinase-Glo luminescence | inhibition, % at 11.9 µM | actives 0.4% (n = 360,000) | AID 624268;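 active = inhibition above a per-plate cutoff of the control wells' mean inhibition plus 3 SD, cut at about 5.5% in these data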;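 note: 0% = DMSO wells median and 100% = median of wells with control inhibitor compound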
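Test system – parasite MetRS enzyme · Reagent – substrates ATP, L-methionine and bulk Escherichia coli tRNA · Doses – 11.9 µM compound single dose, 0.9% DMSO · Times – 15 min enzyme-compound preincubation, 2 h reaction, 10 min detection, 25 °C · Signal – Kinase-Glo luminescence, ATP depletion format · Controls – DMSO-only wells as low control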
PABP1 MLLE inh: inhibitors of microRNA-mediated deadenylation, human PABP1 MLLE binding. GST-MLLE / FITC-PAM2 fluorescence polarization. inhibition, % at 20 µM. actives 0.36% (n = 360,000). AID 588489; in the data active = inhibition above about 35%, passing the limit was not always enough;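 note: plate controls were DMSO wells with GST-MLLE for no effect and wells lacking GST-MLLE protein for full effect; some results filed as inactive read as strong as hits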
MsrA act: activators of bovine methionine sulfoxide reductase A; purified bovine MsrA, absorbance read-out; activation, % at 10.6 µM; actives 0.3% (n = 360,000); AID 602163; in the data active = activation above about 7.5%;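 note: 0% = vehicle and 100% = reference activator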
eLon inh: inhibitors of E. coli Lon protease; purified E. coli Lon protease, fluorescence polarization; inhibition, % at 7.94 µM; actives 0.42% (n = 360,000); in the data active = inhibition above about 13%, passing the limit was not always enough;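 note: 0% = enzyme with probe and DMSO and 100% = no enzyme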
Target sequence (P0A9M0 whole entry, looked up): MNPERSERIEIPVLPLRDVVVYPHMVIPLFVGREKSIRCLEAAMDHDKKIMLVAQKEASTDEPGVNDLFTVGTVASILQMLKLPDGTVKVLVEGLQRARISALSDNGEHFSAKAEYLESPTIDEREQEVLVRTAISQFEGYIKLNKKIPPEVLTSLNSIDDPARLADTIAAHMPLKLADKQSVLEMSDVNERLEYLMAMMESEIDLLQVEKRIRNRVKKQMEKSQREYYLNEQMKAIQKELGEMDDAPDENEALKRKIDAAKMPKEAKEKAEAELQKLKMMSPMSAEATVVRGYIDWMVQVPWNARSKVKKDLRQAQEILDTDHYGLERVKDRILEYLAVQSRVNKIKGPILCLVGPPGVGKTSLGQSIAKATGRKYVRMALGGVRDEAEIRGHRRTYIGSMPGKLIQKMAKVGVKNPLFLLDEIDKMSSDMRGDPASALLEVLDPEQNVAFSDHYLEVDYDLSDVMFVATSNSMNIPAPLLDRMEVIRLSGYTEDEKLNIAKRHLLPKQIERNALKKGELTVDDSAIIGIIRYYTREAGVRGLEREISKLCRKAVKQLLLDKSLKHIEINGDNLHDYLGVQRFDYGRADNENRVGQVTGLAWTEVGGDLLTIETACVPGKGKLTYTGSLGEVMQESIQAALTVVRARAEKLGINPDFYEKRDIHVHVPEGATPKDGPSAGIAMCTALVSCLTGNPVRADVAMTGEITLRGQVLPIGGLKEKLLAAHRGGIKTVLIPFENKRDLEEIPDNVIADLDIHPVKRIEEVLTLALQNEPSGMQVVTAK
MT1-MMP act inh: inhibitors of human MT1-MMP activation | actives 0.061% (n = 360,000) | AID 651647 | P50281 | GFP/RFP ratio change, % at 20 µM | HT1080 RFP-PRO-GFP cells, GFP/RFP ratio fluorescence, overnight; percent of plate control window, DMSO zero;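 active = GFP/RFP ratio change of at least 30% with cell ATP level not reduced by more than half and red fluorescence within 50% of control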; note: strong numbers were not always called active
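Material – HT1080 RFP-PRO-GFP cells · Control set – DMSO wells and RFP-L50D-GFP cells · Incubation – overnight cell settling, then overnight compound exposure, 37 °C, 5% CO2 · Compound dosing – single-point 20 µM compound, 1% DMSO · Read-out – GFP/RFP fluorescence ratio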
CendR NRP1 mod: alters CendR peptide binding to human NRP-1. AID 602438. FAM-RPARPAR peptide binding to NRP-1, fluorescence polarization. inhibition, % at 25 µM. actives 0.85% (n = 360,000). O14786;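 active = inhibition or corrected inhibition above about 18%, plus a signal ratio from 0.5 to 1.5, limit read from the data, passing the limit was not always enough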; note: strong numbers were not always called active
FAS TE block: FAS thioesterase (human) inhibition; inhibition, % at 15 µM; recombinant FAS-TE, OMFH fluorogenic substrate, fluorescence endpoint; actives 0.67% (n = 360,000); P49327;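 active = compounds whose normalised, plate-corrected inhibition of enzyme fluorescence in the single-dose primary screen is 50% or more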;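 note: 0% = DMSO with enzyme and 100% = substrate without enzyme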
* = called active by the depositor; . = not tested or not shown. These rows are one share of the data; count on the stated rates, not on these rows.

The line under a structure holds: SKN-1 inh	MsrA inh	Tb MetRS inh	PABP1 MLLE inh	MsrA act	eLon inh	MT1-MMP act inh	CendR NRP1 mod	FAS TE block
> COC(=O)C1=C(c2cccc(OC)c2OC)C[C@@H]2CC[C@H]1N2C(=O)N1CCC(C)CC1
→ 14	0.2	-0.5	1	-2	-9	2	0	-5
> CC(=NCCN1CCCCC1)c1c(O)n(Cc2ccccc2)c(=O)[nH]c1=O
→ 17	-0.6	-0.3	-27	-1	-21	-12	-22	-8
> Cc1ccc(N2C(=O)NC(=O)/C(=C\c3ccoc3)C2=O)cc1
→ 17	1.6	-1.2	-61	-3	-188	-101	-105	-9
> Cc1ccc(C2SCC(=O)Nc3c2c(=O)[nH]n3C2CCOC(C)(C)C2)cc1 (configuration not stated)
→ 1	-1.0	-0.7	2	1	-18	4	2	-6
> Cc1occc1C(=O)N1CCC2(CC1)OCCO2
→ -1	-0.6	-0.3	-2	-3	-8	3	0	-3
> O=C(Nc1ccc2c(c1)OCO2)c1cn(Cc2ccc(F)cc2)nn1
→ 1	-0.7	-0.3	0	0	-4	-1	-11	-2
> Cc1cccc(N=Nc2ccc(N(C)C)cc2)c1
→ 18	0.9	-0.4	0	-3	-7	7	8	20
> O=C(O)Cn1cc(/C=C2\C(=O)NC(=O)N(c3ccc(Cl)cc3)C2=O)c2ccccc21
→ 22	-0.3	0.1	-57	-2	-60	-25	-48	-8
> C[C@@H]1CN([C@@H](C)CO)C(=O)CCCn2nncc2CO[C@H]1CN(C)C(=O)Oc1ccccc1
→ 19	-0.4	-0.7	-2	-2	1	-5	-1	-6
> COc1ccc(S(=O)(=O)N2Cc3ccccc3-n3nncc3C2)cc1
→ -18	-0.3	-1.0	4	0	-9	2	3	-3
> CCOc1ccc2c(c1)c(C(C)=O)c(C)n2Cc1ccco1
→ -3	-0.2	-0.2	9	-5	12	5	-11	11
> Cc1ccc2ccccc2c1NC(=O)CNC1CCCCC1
→ 11	-0.3	-0.3	3	1	1	6	6	-3
> COc1ccc(N=C2SCCCN2C)cc1
→ 8	0.3	0.1	-138	-4	9	-4	-2	-6
> COc1ccc(OC)c(CN2CCN(C(=O)COc3cccc(C)c3)CC2)c1
→ 9	-1.2	0.2	-15	1	8	3	9	-5
> O=C(NC1CCCCC1)N1Cc2cc(-c3cccc(F)c3)ccc2-n2nncc2C1
→ -8	2.5	-0.7	-36	-5	-1	1	21	13
> Cc1nc2ccsc2c(=O)n1-c1ccccc1Cl
→ -3	-0.6	0.5	-4	1	2	6	3	-3
> COC(=O)[C@@H]1N=C(c2ccc(OC)cc2)O[C@]12C(=O)N(C)c1ccc(Cl)cc12
→ 0	2.4	-1.1	.	-11	-9	0	-54	0
> O=c1c2ccccc2nc(-c2ccccc2Cl)n1-c1cccc(O)c1
→ -2	-1.9	-0.4	-1	-3	-5	-8	-6	-5
> COc1cccc2cc(-c3cc(=O)oc4ccc(OC(=O)N(C)C)cc34)oc12
→ -6	-0.6	-0.5	7	-4	2	1	-1	27
> COC(=O)C1=C(c2ccccc2)C[C@@H]2CC[C@H]1N2C(=O)N1CCCC1
→ 7	-0.3	0.5	0	-2	0	1	21	-12
> Cc1cc(C)cc(N2C(=O)NC(=O)/C(=C\c3cccn3-c3ccccc3)C2=O)c1
→ -3	-1.5	-0.5	5	2	-45	1	-27	-8
> Cc1cccc(OP(N)(=O)Oc2cccc(C)c2C)c1C
→ -4	-0.4	-1.0	4	-7	6	-1	-4	3
> CCOc1cc(C=C2C(=O)NC(=O)NC2=O)ccc1OCC(=O)N1CCOCC1
→ 2	-0.7	-0.4	18	4	-13	2	-9	-11
> CN1C(=O)C(=Cc2ccccc2Oc2ccc(Cl)cc2)C(=O)N(C)C1=O
→ 3	-0.4	-1.1	19	-5	15	1	7	-6
> O=C(NCNC(=O)NC1C(=O)NC(=O)N1CO)NC1C(=O)NC(=O)N1CO (configuration not stated)
→ -2	-0.5	-2.0	6	-9	-6	-4	-5	-8
> NCCc1ccc(O)cc1
→ 7	1.1	-1.1	-16	-6	-5	2	-2	-7
> O=C1NCN(c2ccccc2)C12CCNCC2
→ -1	-0.7	0.6	0	-2	-3	0	5	-9
> Cc1ccc(-n2c(C)nc3ccccc3c2=O)cc1C
→ 2	0.9	-0.3	-6	-2	3	-3	-5	-6
> COCCNC(=O)Cn1cc(C(=O)c2ccccc2F)c2ccccc21
→ 1	0.9	-1.2	5	-9	-4	-1	3	-6
> COc1cc2c(C(=O)O)c(C)n(C)c2cc1Br
→ 13	0.1	-0.6	1	-2	0	-1	7	-6
> COc1ccc2[nH]c(C)c(CCNCc3cccnc3)c2c1
→ 4	0.2	-0.4	14	-6	69*	-4	2	-7
> O=C1NC2C(=CC(O)C(O)C2O)c2cc3c(c(O)c21)OCO3 (configuration not stated)
→ 55*	-0.5	-0.3	-6	-3	-3	-38	-8	-4
> Fc1ccccc1CNCCc1c[nH]c2ccccc12
→ -2	-0.6	-0.3	2	1	-3	-5	-7	-3
> CC(=NCc1cccnc1)c1c(O)n(-c2ccc(Cl)cc2)c(=O)[nH]c1=O
→ -11	-1.1	0.2	-9	-3	0	2	16	-3
> CC1(C)CN=C(Nc2ccc(F)c(Cl)c2)S1
→ 3	-0.8	0.3	-3	-1	-12	4	27*	-5
> COc1ccc(N2C(=O)/C(=C/c3ccc(C)o3)C(=O)NC2=S)cc1
→ 3	0.5	0.8	-22	-2	-22	-13	-178	-6
> C=CCn1c(O)c(C(CC)=Nc2cccc(C(F)(F)F)c2)c(=O)[nH]c1=O
→ -4	-1.1	0.8	-12	3	0	-1	-18	-2
> CC1([N+](=O)[O-])COP(=O)(NC2CC2)OC1 (configuration not stated)
→ 3	0.1	-0.4	-9	0	-10	1	9	-2
> Cc1ccc2c(c1)C1CN(C)CCC1N2C(=O)/C=C/c1ccc2c(c1)OCO2 (configuration not stated)
→ -8	4.0	-0.4	-2	-4	-7	1	5	-5
> Cc1cc(C=C2C(=O)NC(=O)NC2=O)c(C)n1-c1ccncc1
→ 12	-0.8	-0.6	-5	-3	4	-3	-18	-3
> Cc1cccc(N2CCC3(CC2)C(=O)NC(=O)NC3=O)c1
→ 11	-1.0	-0.3	-4	-4	-4	0	7	-8
> CC(C)N1CCN(c2ccc(O)cc2)CC1
→ 3	0.1	0.4	-2	-3	-2	-12	1	-16
> CSc1ccc(C(=O)C2CCCN(CCCn3cccn3)C2)cc1 (configuration not stated)
→ 3	1.0	-0.5	7	-10	-1	2	15	-11
> Cc1cccc(-c2nc3ccc(C(=O)N4CCC5(CC4)OCCO5)cc3nc2-c2cccc(C)c2)c1
→ 8	1.2	-0.6	-8	-10	-1	-2	6	39
> CCc1cccc2c(C#N)cn(CC(=O)N3CCOCC3)c12
→ -5	-1.2	0.2	9	-3	3	-3	-7	-8
> O=C(c1ccc(C(F)(F)F)cc1)C1CCCN(Cc2ccncc2)C1 (configuration not stated)
→ -9	0.1	-0.5	-5	-2	-10	-15	10	-3
> c1ccc2c(CCNCc3ccc4c(c3)OCO4)c[nH]c2c1
→ -3	-0.4	-0.3	17	-1	-4	-3	3	-6
> O=C(c1ccco1)c1cn(Cc2ccc(Cl)cc2)c2ccccc12
→ 1	3.2	0.1	5	-1	2	-2	-23	26
> CN1C(=O)C(C2(C#N)CCCCC2)C(=O)N(C)C1=O
→ -12	-0.8	-0.3	5	-2	1	1	-5	-3
> CCOc1ccc(NC(=O)N2C[C@H]3C[C@@H](C2)c2cccc(=O)n2C3)cc1
→ 6	-0.7	1.1	4	0	-4	8	0	-2
> CCOc1ccc(N=Cc2c(O)n(Cc3ccccc3)c(=S)[nH]c2=O)cc1
→ 8	-1.6	-0.3	-32	0	-1	2	-1	-4
> CCOC(=O)[C@]12Cc3cc(OC)ccc3[C@H]1N(C1CCCCC1)C(=O)c1cc(OC)ccc12
→ -3	-1.1	-0.7	.	1	10	-15	-3	62*
> COc1cc2c(cc1OC)[C@H]1C(=O)c3ccc4c(c3O[C@H]1CO2)C[C@@H](C(C)(C)O)O4
→ 8	0.7	-0.2	-20	-8	-12	2	8	-5
> COc1ccccc1N1C(=O)NC(=O)C2(Cc3cc(C)ccc3N(C)C2)C1=O (configuration not stated)
→ -5	0.0	-0.9	0	-11	1	6	-19	-10
> COc1cc2c(cc1OC)C(C1c3cc4c(cc3CCN1C)OCO4)OC2=O (configuration not stated)
→ -1	0.3	-1.1	8	-5	9	-6	8	-3
> CC(Oc1ccc(-c2ccccc2)cc1)C(=O)O (configuration not stated)
→ 6	0.5	0.2	-2	-3	-2	3	7	-10
> CC(C)C/C(=N/O)c1cn(C)c2ccccc12
→ 10	0.8	0.2	9	-3	0	2	11	-26
> CN1C(=O)N(C)C(=O)C2(Cc3c(nc4ccccn4c3=O)N3CCc4ccccc4C32)C1=O (configuration not stated)
→ 10	-0.1	0.0	-4	-3	2	1	20	-4
> COc1cc(OC)c2c(c1)OCC1CON(C)C21 (configuration not stated)
→ 6	-0.7	-1.8	11	-14	16	-4	7	-1
> COc1ccc(NC2=NCC(C)S2)cc1 (configuration not stated)
→ 5	-1.2	-1.1	-21	-12	-1	1	-10	-23

Continuation:
The line under a structure holds: SKN-1 inh	MsrA inh	Tb MetRS inh	PABP1 MLLE inh	MsrA act	eLon inh	MT1-MMP act inh	CendR NRP1 mod	FAS TE block
> CCCCc1ccc(C(=O)O)nc1
→ 9	-0.9	-0.6	11	-3	3	2	-6	-3
> COc1cc2c(cc1OC)-c1c(OC)c(OC)cc3c1[C@H](C2)N(C)CC3
→ 7	0.1	-0.1	13	5	5	50*	29*	-4
> Cc1ccsc1C(=O)C1CCCN(Cc2cccc(-n3cccn3)c2)C1 (configuration not stated)
→ -4	0.5	1.3	-9	-1	-6	-3	-9	16
> CCOC(=O)[C@]12Cc3ccccc3[C@H]1N(Cc1ccccc1)C(=O)c1cc(OC)ccc12
→ 10	-0.1	-0.8	.	-5	-2	-10	-6	22
> O=P(N1CCCCCC1)(N1CCCCCC1)N1CC1
→ 4	-0.7	-0.2	-3	-1	-9	-2	-1	-8
> CCC1(CC)C(=O)N(Cc2ccccc2)C(=O)N(Cc2ccccc2)C1=O
→ -1	.	-1.2	-2	-12	4	-5	3	23
> O=C(OCc1ccccc1)N1CCC2CC1c1cc(N3Cc4ccccc4-n4nncc4C3)ccc12 (configuration not stated)
→ -12	-1.0	-1.7	6	-7	-2	-1	-12	28
> O=C1NC(=O)N(c2ccc(F)cc2)C(=O)/C1=C/c1ccc(N2CCOCC2)cc1
→ 18	3.9	-0.4	14	-4	-6	1	-15	-5
> CC(=NCc1ccco1)c1c(O)n(-c2ccccc2C)c(=O)[nH]c1=O
→ -2	-0.6	0.2	-4	-3	5	-1	-12	-3
> O=C(COC(=O)c1ccccc1)Nc1ccc(Cl)cc1C(=O)c1ccccc1
→ 5	-0.6	-0.2	-7	-1	4	-3	-6	22
> Cc1[nH]c2ccccc2c1C1=CCNCC1
→ -8	0.5	0.4	-53	2	-17	-30	-66	-20
> Cc1nn(CC(C)C)c(Cl)c1C(=O)NC1CCC(C)CC1 (configuration not stated)
→ 10	-1.3	-0.4	-9	-3	-4	1	8	-6
> O=C1c2ccccc2-c2cccc3cccc1c23
→ 9	-1.1	-0.8	55*	-2	-10	-11	-5	20
> COc1ccc(NC2(C#N)CCCCC2)cc1
→ 9	-0.3	0.2	-3	-2	-3	3	13	-5

High-throughput results (PubChem BioAssay)
